Dyrk1A ADPGlo: inhibitors of rat Dyrk1A kinase; ADP-Glo luminescence, NFATc1 peptide; AID 504441; 0.43% of 310,000 active; inhibition, % at 12.5 µM; in the data active means inhibition above about 50%;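 further: plate controls were vehicle with enzyme for no effect and no enzyme for full effect; many of its hits are not listed in these tables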
GSK3B inh: blocks human GSK3beta kinase activity; GST-GSK3beta kinase, ADP-Glo luminescence, 60 min; hits give low values; activity score (negative = inhibition), % at 10 µM; 0.038% of 300,000 active; AID 2097;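 active means more than half of replicate wells score below -50%, meaning over 50% inhibition versus plate controls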;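 further: 0% = median DMSO wells and -100% = median GW8510 positive control wells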
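Assay system: GST-fused GSK3beta enzyme, cell-free / Medium: Tris pH 7.5 buffer with MgCl2, DTT, BSA, heparin / Also added: peptide substrate plus 25 µM ATP (final) / Compound: 10 µM single point / Timing: kinase reaction with compound 60 min at room temperature / Detection: ADP-Glo luminescence / Benchmarks: DMSO neutral wells and GW8510 at 20 µM as positive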
AI-2 QS modul: Vibrio harveyi AI-2 quorum sensing modulation. Vibrio harveyi JMH597 AI-2 luminescence/OD600 ratio, 9 h; hits give low values; strain lacks LuxN and CqsS sensors; 0 = neutral-control median. activity change, % at 7.5 µM. 0.4% of 300,000 active. AID 2094; in the data active means activity change below about -75%, passing the limit was not always enough;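 further: luminescence divided by OD600 gain over 9 h not by final OD600 alone; inactives centre near 13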
HSF1 inhib: HSF1 inhibition; 0.77% of 300,000 active; AID 2098; NIH3T3-HGL HSE-luciferase, MG132-induced, luminescence 8 h; hits give low values; activity change, negative = inhibition, % at 7.5 µM (by protocol);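 active means more than half of replicate wells show activity change below -50%, luminescence cut by over half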;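 further: luciferase reports HSF-1 transcriptional activity via heat shock element; 0% = median of DMSO wells and -100% = zero luminescence signal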
HSP90 refold inh: inhibitors of HSP90 luciferase refolding in rabbit reticulocyte lysate; luciferase refolding luminescence, 3 h; AID 1789; inhibition, % at 5.6 µM; 0.91% of 290,000 active;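 active means inhibition above the screen-wide mean plus 3 SD, computed separately per campaign, cut at about 16% in these data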;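 further: 0% = DMSO wells and 100% = 60 µM geldanamycin wells; inhibitors lower the luminescence because luciferase stays unfolded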
GSK3 alpha inh: inhibitors of human GSK-3 alpha kinase | P49840 | ADP-Glo luminescence, 60 min | inhibition, % at 10 µM | 0.1% of 320,000 active;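 in the data active means inhibition above about 50%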;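 further: GST-tagged GSK-3 alpha with peptide substrate and 25 µM ATP; 0% = DMSO neutral wells and 100% = GW8510 positive control wells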
Target sequence (P49840 whole entry, looked up): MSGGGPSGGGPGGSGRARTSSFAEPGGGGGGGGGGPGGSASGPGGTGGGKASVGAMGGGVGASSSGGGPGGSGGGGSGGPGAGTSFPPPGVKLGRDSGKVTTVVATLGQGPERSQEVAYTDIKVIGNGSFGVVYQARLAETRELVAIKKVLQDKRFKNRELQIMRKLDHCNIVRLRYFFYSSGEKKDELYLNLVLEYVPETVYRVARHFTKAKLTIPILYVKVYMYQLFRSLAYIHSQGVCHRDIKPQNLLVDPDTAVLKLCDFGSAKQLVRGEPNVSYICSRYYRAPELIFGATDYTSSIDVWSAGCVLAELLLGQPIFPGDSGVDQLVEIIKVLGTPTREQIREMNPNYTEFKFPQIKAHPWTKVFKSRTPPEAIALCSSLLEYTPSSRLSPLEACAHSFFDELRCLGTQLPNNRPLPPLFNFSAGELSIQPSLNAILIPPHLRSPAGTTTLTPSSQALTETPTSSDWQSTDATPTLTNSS
Platelet DG rel: platelet dense granule release activity; 0.22% of 300,000 active; inhibition, %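 (compounds screened at 7.5 µM in platelet-rich plasma)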; human platelet-rich plasma, SFLLRN dense granule ATP release, luminescence; AID 1663;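 active means mean replicate score, as percent of positive control, at or above 50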
HDAC3 inhib: human HDAC3 inhibition; recombinant HDAC3, fluorogenic peptide/trypsin coupled, fluorescence; inhibition, % at 8.3 µM; 0.15% of 320,000 active; O15379; in the data active means inhibition above about 26%, passing the limit was not always enough
Target sequence (O15379 whole entry, looked up): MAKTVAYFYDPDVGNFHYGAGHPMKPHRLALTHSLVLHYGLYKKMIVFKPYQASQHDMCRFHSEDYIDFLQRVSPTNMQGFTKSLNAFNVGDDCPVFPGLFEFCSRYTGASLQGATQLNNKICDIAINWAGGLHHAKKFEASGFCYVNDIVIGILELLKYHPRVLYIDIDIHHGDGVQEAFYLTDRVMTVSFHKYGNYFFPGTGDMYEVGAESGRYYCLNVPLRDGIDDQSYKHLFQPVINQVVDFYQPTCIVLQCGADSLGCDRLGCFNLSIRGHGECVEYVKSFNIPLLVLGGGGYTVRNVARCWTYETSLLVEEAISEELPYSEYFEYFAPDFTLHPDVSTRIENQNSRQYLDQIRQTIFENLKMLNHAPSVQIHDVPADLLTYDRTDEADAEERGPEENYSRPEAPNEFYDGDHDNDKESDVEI
PolyA inhibitor: inhibitors of polyadenylation in S. cerevisiae; S. cerevisiae SKY197-pL101 polyadenylation reporter, beta-gal luminescence; efflux-impaired pdr1/pdr3 knockout yeast; score 100 = 6 SD above DMSO; calls only at 12 µM; 0.02% of 300,000 active;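 active means lowest replicate activity score at least 50, where 100 means six control SD above control mean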;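 further: yeast exposed to compound for 9 h at 30 °C; higher score means more reporter readthrough which indicates perturbed polyadenylation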
HSF1 activator: increases HSF-1 driven luciferase reporter signal. NIH3T3-HGL HSF-1 luciferase reporter, MG132, 8 h; 100% = twice DMSO control signal. activation, % at 9 µM. AID 504408. 1.7% of 300,000 active;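 active means mean replicate activation of at least 50% with a set share of replicates each reaching 50%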;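 further: 0% = median of the neutral control wells and 100% = twice that signal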
Starred values were filed as active, the others as inactive; i = inactive; · = not tested or not shown.

SMILES	Dyrk1A ADPGlo	GSK3B inh	AI-2 QS modul	HSF1 inhib	HSP90 refold inh	GSK3 alpha inh	Platelet DG rel	HDAC3 inhib	PolyA inhibitor	HSF1 activator
COc1ccccc1NC(=O)CN(c1ccc(C)cc1)S(=O)(=O)c1c(C)n[nH]c1C	-5	-3	14	3	-4	1	·	1	i	10
O=C(CNC(=O)c1ccc(Br)o1)OCC(=O)c1cccc([N+](=O)[O-])c1	·	6	18	-7	-1	-3	3	0	i	4
Cc1cc(Nc2ccccc2)c2c([N+](=O)[O-])c(C)cc(C)c2n1	7	2	5	-6	-2	-2	-26	9	i	-8
Cc1ccc(S(=O)(=O)N2CCN(C(=O)C3CCCCC3)CC2)cc1	5	1	11	-3	-4	-4	-30	1	i	-5
Cc1ccc(N(C(C)C(=O)Nc2cccc(N(C)S(C)(=O)=O)c2)S(C)(=O)=O)cc1 (centres undefined)	-1	2	19	-15	0	-5	0	-1	i	-2
Cc1nn(-c2ccccc2)c2c1C(c1ccccc1)C(C#N)=C(N)O2 (centres undefined)	1	2	24	3	6	-2	1	-2	i	14
Cc1ccc(/C=N/OC(=O)c2nn(C)cc2Cl)cc1	-2	6	25	0	-2	-2	5	1	i	-2
CCOC(=O)[C@@H]1[C@H]2COc3ccccc3[C@@H]2N2C(=O)N(c3ccccc3)C(=O)[C@]12C	0	-3	37	6	0	-1	-1	4	i	-4
COc1cc(NC(=O)Cc2ccc(Cl)cc2)ccc1NC(=O)c1ccco1	-1	-3	25	3	2	3	6	2	i	-7
CCN1CCN(C(C(=O)NC2CCCCC2)c2ccc(Cl)cc2)CC1 (centres undefined)	1	4	-3	-6	8	0	-10	8	i	-15
CCCn1nc(C(=O)NNC(=O)c2ccc(C)c(C)c2)c2ccccc2c1=O	-1	·	·	-3	·	-5	·	4	·	-3
CC(C)Cc1nnc(NC(=O)CCC(=O)N2CCN(c3ccccn3)CC2)s1	-4	-2	19	1	3	5	-2	1	i	-7
Cc1ccccc1CCNC(=O)CCn1nc(C)c2c(C)n(-c3ccccc3)nc2c1=O	1	2	18	-5	-3	0	-9	-2	i	13
CCc1ccccc1N(C)S(=O)(=O)c1ccc2[nH]cc(C(=O)O)c(=O)c2c1	1	11	9	-1	-2	-2	1	-14	i	0
O=C(N/C=C\c1ccccc1)NCc1ccc(Cl)cc1Cl	-5	-4	33	5	0	-2	-8	2	i	-18

Entries of single compounds from above:
CCc1ccccc1N(C)S(=O)(=O)c1ccc2[nH]cc(C(=O)O)c(=O)c2c1 is entered as Dyrk1A ADPGlo: 1; GSK3B inh: 11; AI-2 QS modul: 9; HSF1 inhib: -1; HSP90 refold inh: -2; GSK3 alpha inh: -2; Platelet DG rel: 1; HDAC3 inhib: -14; PolyA inhibitor: i; HSF1 activator: 0
Cc1ccccc1CCNC(=O)CCn1nc(C)c2c(C)n(-c3ccccc3)nc2c1=O is entered as Dyrk1A ADPGlo: 1; GSK3B inh: 2; AI-2 QS modul: 18; HSF1 inhib: -5; HSP90 refold inh: -3; GSK3 alpha inh: 0; Platelet DG rel: -9; HDAC3 inhib: -2; PolyA inhibitor: i; HSF1 activator: 13

The results go on.
SMILES	Dyrk1A ADPGlo	GSK3B inh	AI-2 QS modul	HSF1 inhib	HSP90 refold inh	GSK3 alpha inh	Platelet DG rel	HDAC3 inhib	PolyA inhibitor	HSF1 activator
O=C(COc1ncnc2ccccc12)Nc1ccc(Cl)c(S(=O)(=O)N2CCOCC2)c1	-2	-1	17	-9	0	1	-10	8	i	-5
CC(C)OP(=O)(OC(C)C)C(Nc1ccccc1)c1cccc2c1OCO2 (centres undefined)	0	0	17	6	-1	-1	-1	2	i	17
COc1cccc(-c2noc(CCC(=O)Nc3cccnc3)n2)c1	10	2	21	1	-1	-2	-9	1	i	3
Cc1noc(C)c1CSc1nc2[nH]ncc2c(=O)n1-c1ccccc1	-2	-6	19	9	2	10	7	-4	i	10
Cc1cc(NC(=O)c2ccc(Cl)cc2Cl)no1	1	1	16	14	5	2	-13	2	i	29
O=S(=O)(NC1=NCCCCC1)c1ccc(F)cc1	16	1	40	-6	2	-2	5	2	i	4
COC(=O)c1cc(COc2ccc3c4c(c(=O)oc3c2)CCCC4)c(C)o1	·	5	22	-4	2	4	-3	-2	i	1
COc1ccc(N=C(C)C2=C(O)c3ccccc3C2=O)cc1	2	0	7	36	0	5	-9	5	i	67*
CCn1cc(C(=O)NC2CCCc3c2cnn3-c2cccc(C)c2C)cn1 (centres undefined)	1	1	40	-7	-7	0	0	9	·	-11
CC1(C)CC(=O)c2sc(NC(=O)CN3CCCCC3)nc2C1	-20	0	6	·	0	·	-5	3	i	·
CCCOc1ccc(CC2CCC(=O)NC2=O)cc1 (centres undefined)	-4	3	18	-5	-1	·	4	-6	i	2
O=c1oc2ccccc2c2c1C(c1ccc(Cl)cc1)Nc1ccc3ccccc3c1-2 (centres undefined)	-4	2	20	0	-2	2	13	1	i	24
CCc1nc(SCC(=O)N2CCC(C)CC2)c2c(=O)n(C)c(=O)n(C)c2n1	-3	2	3	-4	1	0	8	-7	i	2
COc1ccc(NC(=O)Nc2ccccc2SC)cc1OC	1	2	21	21	-2	0	0	-8	i	16
CCCS(=O)(=O)Nc1c(C(=O)OC)[nH]c2ccccc12	6	0	3	-8	-2	1	-2	11	i	-22

Five entries from above, as comma-separated lines:
Molecule,Dyrk1A ADPGlo,GSK3B inh,AI-2 QS modul,HSF1 inhib,HSP90 refold inh,GSK3 alpha inh,Platelet DG rel,HDAC3 inhib,PolyA inhibitor,HSF1 activator
Cc1cc(NC(=O)c2ccc(Cl)cc2Cl)no1,1,1,16,14,5,2,-13,2,i,29
O=S(=O)(NC1=NCCCCC1)c1ccc(F)cc1,16,1,40,-6,2,-2,5,2,i,4
COC(=O)c1cc(COc2ccc3c4c(c(=O)oc3c2)CCCC4)c(C)o1,·,5,22,-4,2,4,-3,-2,i,1
COc1ccc(N=C(C)C2=C(O)c3ccccc3C2=O)cc1,2,0,7,36,0,5,-9,5,i,67*
CCn1cc(C(=O)NC2CCCc3c2cnn3-c2cccc(C)c2C)cn1 (centres undefined),1,1,40,-7,-7,0,0,9,·,-11

Additional structures
SMILES	Dyrk1A ADPGlo	GSK3B inh	AI-2 QS modul	HSF1 inhib	HSP90 refold inh	GSK3 alpha inh	Platelet DG rel	HDAC3 inhib	PolyA inhibitor	HSF1 activator
CN(C)S(=O)(=O)c1ccc(Nc2ccc(-c3ccc4c(c3)OCCO4)nn2)cc1	-2	3	12	10	0	-1	8	-1	i	14
C=C(C)C(=O)Oc1ccc(N2C(=O)CCC2=O)cc1	-8	2	21	-7	-2	2	0	-3	i	6
CCN(CC(=O)Nc1ccc(S(=O)(=O)N2CCCC2)cc1)CC(=O)Nc1cccc(OC)c1	0	4	24	-3	0	-3	3	-5	i	9
COc1ccc(CCC(N)=O)cc1OC	-7	5	18	3	5	-2	6	-4	i	13
Cc1ccc(S(=O)(=O)N(C)C)cc1NC(=O)CN1CCN(Cc2ccccc2)CC1	·	1	32	3	-4	-3	-6	1	i	-10
COc1cc(/C=N/N2CCN(C3c4ccccc4-c4ccccc43)CC2)ccc1O	3	1	23	-3	1	-1	-2	5	i	-7
Cc1cc(C)nc(NC(=O)c2c(Cl)cccc2Cl)n1	9	-3	5	-5	-2	-1	1	3	i	-2
COc1cccc(-c2cc(=O)c3cc(NC(C)=O)ccc3[nH]2)c1	0	-6	33	0	-1	-1	-1	-34	i	-4
CCCSc1ncnc2sc(C)c(C)c12	-2	0	15	-6	1	-1	-4	1	i	-1
CCCCn1c(NCCC)nc2c1c(=O)[nH]c(=O)n2C	2	-5	27	1	3	·	0	·	i	-7
O=C(CC1c2ccccc2Oc2ccccc21)Nc1ccccc1F	-13	1	14	-20	3	-2	30	-8	i	-25
CC(=O)c1coc2c1cc(O)c1ccccc12	8	5	-7	3	4	0	-5	-3	i	9
O=S(=O)(NC1CCCCC1)c1ccc(Cl)nc1	2	3	18	-6	-1	5	14	-12	i	6
O=C(NCCCO)c1cc2c([nH]c3ccccc32)c(-c2ccc(F)cc2)n1	8	3	17	5	-4	-2	13	3	i	16
CCC(=O)N1CCc2cc(Br)cc(S(=O)(=O)CCC(=O)NCC3CCCO3)c21 (centres undefined)	-5	-1	31	-10	-1	1	3	-3	i	-13

HSF1 activator, entries above that show a hit
SMILES	Dyrk1A ADPGlo	GSK3B inh	AI-2 QS modul	HSF1 inhib	HSP90 refold inh	GSK3 alpha inh	Platelet DG rel	HDAC3 inhib	PolyA inhibitor	HSF1 activator
COc1ccc(N=C(C)C2=C(O)c3ccccc3C2=O)cc1	2	0	7	36	0	5	-9	5	i	67*

The listing continues.
SMILES	Dyrk1A ADPGlo	GSK3B inh	AI-2 QS modul	HSF1 inhib	HSP90 refold inh	GSK3 alpha inh	Platelet DG rel	HDAC3 inhib	PolyA inhibitor	HSF1 activator
COC(=O)c1ccccc1NC(=O)CSCC(=O)Nc1ccccc1	-2	-3	-3	0	0	-5	5	-1	i	18
CS/C(=N\S(=O)(=O)c1ccccc1)c1ccccc1	0	-3	46	-11	-3	2	-6	-1	i	-11
COC(=O)/C(C#N)=C1/SC=C(C)N1c1ccccc1	-9	2	9	-5	-3	-1	2	2	i	12
O=C1C[C@@H](c2ccccc2)Oc2cc(O)cc(O)c21	19	-7	20	5	·	11	0	1	i	10
O=C(/C=C/c1ccco1)Nc1cccc(NC(=O)/C=C/c2ccco2)n1	11	-3	-2	46	-3	-2	-12	11	i	81*
COc1ccc(-c2c(C)nn3c(N4CCC(C(=O)N5CCCCC5)CC4)cc(C)nc23)cc1OC	1	0	25	0	·	-1	11	1	i	-2
O=C(COC(=O)CSc1ccc([N+](=O)[O-])cc1)NCCCc1ccccc1	-1	2	26	-2	1	-1	-1	2	i	-4
Cc1ccc(F)c(CNC(=O)C2CCC(=O)N(CCCN3CCCC3=O)C2)c1F (centres undefined)	2	0	17	4	-4	2	4	6	i	-6
Clc1ccc(CN2CCC(c3nc4ccc(Cl)cc4[nH]3)CC2)cc1	-4	1	2	·	0	0	-6	0	i	·
O=C(O)COc1ccccc1-c1ccccc1	11	-3	-25	-4	3	-4	12	2	i	-6
O=C(CCSc1ccccc1)NC1CCCC1	-3	1	8	15	-2	2	1	3	i	35
Cc1cc(NC(=O)CSc2nnc(C3COc4ccccc4O3)n2N)no1 (centres undefined)	0	-2	-77*	12	-2	0	-1	-3	i	15
COc1ccc(/C(C)=N/NC(=O)c2ccccc2N)cc1	14	-4	-1	21	-4	0	-5	-4	i	28
Cc1ccc(S(=O)(=O)N=Nc2c(O)[nH]c3ccccc23)cc1C	-4	0	6	-4	2	-15	1	-1	i	-3
COC(=O)Nc1sccc1C(=O)Nc1sccc1C(=O)OC	1	1	10	-65*	3	-2	-2	-2	i	-66

Not all compounds are listed; count on the stated rates, not on these rows.
